Screening data: PubChem, several laboratories
TRAIL sens C8 = viability loss with TRAIL in NB7+C8 cells, primary screen, TRAIL sensitizer project, cell-based, ATPlite luminescence | inhibition (viability loss, TRAIL sensitization), % at 10 µM | actives 1% (n = 360,000) | AID 624354, 2012;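 active = compounds causing at least 50% loss of cell viability in the single-dose screen, relative to plate controls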
TROY signal inh = inhibitors of TROY-driven NF-kB signaling, primary screen, Q293 LMP1-TROYcd cells, NF-kB luciferase, uHTS; Q293 LMP1-TROYcd NF-kB luciferase reporter, 4 h; inhibition, % at 10 µM; actives 0.98% (n = 360,000);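 active = compounds whose plate-normalised and pattern-corrected inhibition of the luciferase reporter signal at the single screening dose is 50% or more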
NCOA2 inhibitor = inhibition of GAL4-SRC2 driven luciferase reporter, primary screen, SRC2 inhibitor project, cell-based, luminescence | HEK293 GAL4-SRC2 luciferase reporter | inhibition, % at 9 µM | actives 0.17% (n = 370,000) | AID 651957, 2012;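 active = inhibition above the mean inhibition of all tested compounds plus 3 SD, set per campaign, cut at about 52% in these data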;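 also: 0% = DMSO treated cells and 100% = cells given Gossypol at 36 µM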
NOD2-RIPK2 inh = NOD2-RIPK2 binding disruptors in cells, primary screen, fluorescence, CHO cells, BLA complementation; Receptor-interacting serine/threonine-protein kinase 2 (Homo sapiens), O43353; CCF4 ratio; inhibition, % at 4.98 µM; actives 0.38% (n = 360,000); AID 624267, 2012; in the data active = inhibition above about 21%;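 also: 0% = vehicle only and 100% = reference blocker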
NR5A2 inv ag = LRH-1 (NR5A2) inverse agonists, primary screen, cell-based, luminescence, HEK293T, StAR-luciferase reporter; LRH-1 transfected, 24 h; inhibition, % at 3.6 µM; actives 0.13% (n = 360,000); AID 602396, 2012;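 active = inhibition above the mean inhibition of all tested compounds plus 3 SD, cut at about 73% in these data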;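 also: 0% = DMSO wells and 100% = reporter-only cells lacking LRH-1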
Target sequence (O00482 whole entry, looked up): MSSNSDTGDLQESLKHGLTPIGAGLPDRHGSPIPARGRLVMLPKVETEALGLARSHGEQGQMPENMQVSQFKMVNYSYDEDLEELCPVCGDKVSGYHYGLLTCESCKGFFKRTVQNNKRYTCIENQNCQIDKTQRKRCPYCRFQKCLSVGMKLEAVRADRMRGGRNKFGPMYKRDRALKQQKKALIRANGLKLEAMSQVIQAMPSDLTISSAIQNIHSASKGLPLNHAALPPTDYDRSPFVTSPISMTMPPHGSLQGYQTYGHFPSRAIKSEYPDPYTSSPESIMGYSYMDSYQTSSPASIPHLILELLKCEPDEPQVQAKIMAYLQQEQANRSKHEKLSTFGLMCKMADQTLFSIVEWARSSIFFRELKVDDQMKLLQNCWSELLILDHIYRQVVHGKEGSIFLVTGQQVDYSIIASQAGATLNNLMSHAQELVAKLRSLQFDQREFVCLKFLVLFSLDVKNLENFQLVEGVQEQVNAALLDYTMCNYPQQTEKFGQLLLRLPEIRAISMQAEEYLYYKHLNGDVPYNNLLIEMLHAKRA
NR2F2 inh = NR2F2 transcriptional activity inhibitors, primary screen, cell-based, luciferase reporter, HEK293T, luminescence; COUP transcription factor 2 (Homo sapiens), P24468; HEK293T NGFI-A luciferase reporter; inhibition, % at 8.6 µM; actives 0.7% (n = 370,000); AID 686940, 2013;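 active = inhibition above a per-plate cutoff, mean inhibition of test wells between control levels plus 3 SD, cut at about 38% in these data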;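 also: cells cotransfected with COUP-TFII expression vector driving the NGFI-A reporter; 0% = median of COUP-TF2 test wells and 100% = reporter-only cells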
Target sequence (P24468 whole entry, looked up): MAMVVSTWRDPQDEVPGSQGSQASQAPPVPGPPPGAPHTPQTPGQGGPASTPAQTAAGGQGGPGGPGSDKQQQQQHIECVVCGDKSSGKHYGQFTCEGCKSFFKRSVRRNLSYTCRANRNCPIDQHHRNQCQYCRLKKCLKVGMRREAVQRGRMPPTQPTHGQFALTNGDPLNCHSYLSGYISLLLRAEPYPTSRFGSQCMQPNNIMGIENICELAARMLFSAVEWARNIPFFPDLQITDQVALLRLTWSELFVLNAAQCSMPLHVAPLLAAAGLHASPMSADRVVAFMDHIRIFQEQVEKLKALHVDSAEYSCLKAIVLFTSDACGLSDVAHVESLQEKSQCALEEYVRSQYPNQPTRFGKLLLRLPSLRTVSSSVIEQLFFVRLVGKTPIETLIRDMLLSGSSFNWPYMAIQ
Vif imaging = HIV Vif self-association inhibitors, primary screen, imaging, HEK293T, single point | inhibition, % at 7.49 µM | actives 0.35% (n = 340,000) | HEK293T cells, Vif self-association by quenched fluorescence, 24 h; in the data active = inhibition above about 50%, passing the limit was not always enough; also: some results filed as inactive read as strong as hits
NCOA3 inh = SRC3 coactivator transcriptional activity inhibitors, primary screen, cell-based, luminescence. Nuclear receptor coactivator 3 (Homo sapiens), Q9Y6Q9. HEK293 GAL4-SRC3 luciferase reporter. inhibition, % at 3.6 µM. actives 0.17% (n = 360,000);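 active = inhibition above a per-campaign cutoff, the mean of all compounds plus 3 SD, cut at about 60% in these data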;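 also: 0% = DMSO-treated cells and 100% = gossypol-treated cells at 36 µM; higher means less SRC3-driven luciferase light from the GAL4 reporter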
TLR9-MyD88 block = inhibitors of TLR9-MyD88 association in cells, primary screen, cell-based, CHO, BLA complementation, fluorescence. CCF4 FRET ratio. AID 504734, 2011. actives 0.21% (n = 340,000). Toll-like receptor 9 (Homo sapiens) + Myeloid differentiation primary response protein …. inhibition, % at 4.98 µM;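 active = inhibition above the mean over all tested compounds plus 3 SD, cut at about 21% in these data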;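 also: 0% = DMSO only wells and 100% = clavulanate BLA inhibitor control wells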
NCOA1 inh = SRC1 coactivator transcriptional activity inhibitors, primary screen, cell-based, luminescence; HEK293 GAL4-SRC1 luciferase reporter; inhibition, % at 3.6 µM; actives 0.12% (n = 360,000); AID 588354, 2011;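 active = inhibition above the campaign mean plus 3 SD, with each screening campaign given its own cutoff, cut at about 60% in these data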;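 also: 0% = DMSO treated cells and 100% = gossypol at 36 µM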
EBV LMP1 NFkB = EBV LMP1-driven NF-kappaB luciferase reporter inhibitors, primary screen, cell-based, luminescence, single point | LMP1-induced NF-kappaB luciferase reporter cells | inhibition, % at 12.5 µM | actives 0.69% (n = 350,000) | AID 504558, 2011; in the data active = inhibition above about 41%;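 also: 0% = neutral control wells and 100% = reference inhibitor control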
Numbers without * were called inactive; · = no result given.

SMILES	TRAIL sens C8	TROY signal inh	NCOA2 inhibitor	NOD2-RIPK2 inh	NR5A2 inv ag	NR2F2 inh	Vif imaging	NCOA3 inh	TLR9-MyD88 block	NCOA1 inh	EBV LMP1 NFkB
CCc1nnc(NS(=O)(=O)c2ccc(NC(=O)c3ccc(Br)cc3)cc2)s1	4	16	2	-2	-5	-3	3	17	-10	10	-8
COCc1cc(C)nc(NC2CC(C)(C)NC(C)(C)C2)c1C#N	6	3	6	4	1	8	3	-4	7	3	-2
O=C(NNc1cccc(Cl)n1)c1c(Cl)cccc1Cl	-3	-2	-21	6	-35	-23	19	10	1	-10	4
Oc1c(CN2CCN(c3ccccn3)CC2)cc(Cl)c2cccnc12	-4	-17	·	-1	46	·	-3	12	7	16	40
CCC1=C2CC[C@H]3C(=O)N(CC)C(=O)[C@H]3[C@H]2[C@@]2(Cc3ccccc3)C(=O)N(Cc3ccccc3)C(=O)N2C1=O	-7	2	8	-12	-7	9	-5	-1	3	-1	-5
COc1ccc(C2C(C(=O)N3CCOCC3)c3ccccc3C(=O)N2c2ccc(OC)cc2)cc1 (stereo unspecified)	2	3	12	0	16	16	·	2	1	-6	-1
COc1ccccc1CC(=O)N1CCCc2cc(C)ccc21	-6	8	-13	12	14	12	1	-9	7	4	21
O=C(COc1ccc2c3c(c(=O)oc2c1)CCCC3)N1CCN(c2ccccc2)CC1	6	22	5	0	-5	2	-5	18	8	-1	1
O=C(CC12CC3CC(C1)CC(CC(=O)NC1=NCCS1)(C3)C2)NC1=NCCS1	-3	-5	-4	-4	2	-2	4	-9	-3	1	1
COC(=O)C(O)(NC(=O)c1ccncc1)C(F)(F)F (stereo unspecified)	7	6	-3	4	-10	3	-4	11	-13	13	-2
Cc1nc2cc3c(cc2s1)OCO3	-6	8	-14	-1	5	-2	2	14	-11	-2	3
O=C(NC(=S)N1CCCCC1CO)C12CC3CC(CC(C3)C1)C2 (stereo unspecified)	-15	1	3	5	-25	-5	5	2	-4	-11	3
CCn1c(SCC(=O)O)nc2sc3c(c2c1=O)CCC3	10	-20	-18	-2	15	7	10	8	8	-13	0
COc1cc(OC)cc(C(=O)OC/C(O)=C(\C#N)c2nc3ccccc3[nH]2)c1	14	23	-13	-8	11	5	-9	8	-8	2	1
O=C(Nc1ccc(N2CCN(C(=O)c3ccc(Cl)cc3)CC2)cc1)c1cc2ccccc2o1	22	69*	-9	-2	-37	10	-25	2	-6	8	30
CCOC(=O)c1[nH]c2ccccc2c1NC(=S)Nc1cccc(C)c1	4	-31	-19	-3	1	-16	2	-10	8	-24	-10
OCCC1CN(CCCc2ccccc2)CCN1Cc1ccc(F)cc1 (stereo unspecified)	5	10	-32	-5	8	14	2	-19	-11	8	-22
Cc1ccc(NC(=O)CNC(=O)c2ccco2)cc1Cl	24	-12	-10	2	-44	3	3	-16	-4	-15	-10
Cc1ccc(NC(=O)c2ccc(COc3ccccc3)o2)nc1	3	-48	-33	4	-21	-35	-4	-14	-8	-19	-21
CC(NCCN(C)C)C(=O)C12CC3CC(CC(C3)C1)C2 (stereo unspecified)	5	8	-16	-3	-19	21	-1	15	-4	8	-3
C=CCn1c(SCC(=O)Nc2ccc3c(c2)OCO3)nnc1-c1cc(Br)ccc1O	-9	19	-6	7	0	-3	-2	4	2	-5	2
CCOCCCNC(=O)c1ccc2c(=O)n(Cc3ccc4c(c3)OCO4)c(=S)[nH]c2c1	-4	-8	-19	-3	22	-12	-1	5	-2	-2	-2
COc1ccc(NC(=O)CSc2ccc(F)cc2)cc1S(=O)(=O)N1CCCCC1	5	10	19	-10	1	1	-1	-5	0	-2	2
COCC(=O)N(C)[C@H]1C[C@H]2c3[nH]c4ccccc4c3CCN2C(=O)[C@H]1[C@H](C)O	12	-5	-6	1	-41	10	·	-15	-6	18	2
COc1ccc(-n2cc(CN3CCC(OC)CC3)c(-c3cccc(F)c3)n2)cc1	5	-18	12	3	-1	7	9	12	-6	8	2
Cn1nc(CC(=O)NC2CCCCC2)c2ccccc2c1=O	-8	30	13	-8	-1	7	·	-10	7	-1	0
CCn1c(SCC(=O)Nc2nc(C)cs2)nnc1-c1cccnc1	-1	8	-6	1	-3	-2	-5	18	2	-3	1
CCCCCCCCN1C(=O)[C@H](CC(=O)NCCCC)C[C@@]2(C(=O)OC)CC(C)(C)CC=C12	3	·	-6	6	13	-5	·	·	·	·	·
Cc1ccc(/C(N)=N/OC(=O)c2cc(-c3ccccc3)nc3ccccc23)cc1	81*	12	-10	-3	2	10	2	-9	-8	-21	-1
Cc1ccc(CN2C(=O)CCC2(C)c2nnnn2Cc2ccccc2)cc1 (stereo unspecified)	6	-10	-18	0	-10	5	·	·	·	·	·
COc1nccnc1NS(=O)(=O)c1ccc(N=Cc2c(C)[nH]n(-c3ccc(C)c(C)c3)c2=O)cc1	48	-16	-5	-10	-23	9	-1	-22	9	-6	1
CC(=O)c1c[nH]c(C(=O)Nc2ccc(N3CCCCCC3)cc2)c1	-1	22	-22	0	3	-11	-4	3	-6	-2	7
CCCCCCN1CC(O)=C(c2ccccc2)C1=N	5	-2	-16	-3	3	15	5	11	-4	3	-4
CCOc1ccccc1NC(=O)[C@@H](NC(=O)c1ccccc1F)C(C)C	4	1	-16	2	18	-6	25	13	-1	-7	-3
Cc1ccc(-c2ccc(S(=O)(=O)N3CCN(C)CC3)cc2)cc1	8	8	-23	-6	-4	6	7	-22	-10	-13	-6
O=C(c1cc(-c2cccs2)nc2ccccc12)N1CCN(CCO)CC1	7	-5	-18	-4	-3	-9	-15	7	6	-12	-1
CC(CNC(=O)CCc1ccccc1)NC(=O)CCc1ccccc1 (stereo unspecified)	1	-11	10	-10	3	-9	-3	-3	·	-5	·
O=[N+]([O-])c1ccccc1/C=N/n1c(-c2cccnc2)n[nH]c1=S	10	-21	4	-7	-3	19	-2	19	12	22	-3
COc1ccc(/C([O-])=C(/C(=S)Nc2ccc(C)c(C)c2)n2c[n+](C)c3ccccc32)cc1OC	2	24	5	5	1	-21	-5	-1	1	-12	3
O=C1c2cc([N+](=O)[O-])ccc2-c2cc(Br)c(N=C(NO)C(F)(F)F)cc21	17	79*	22	-1	7	-10	-14	5	9	-5	-3
CCOP(=O)(OCC)C1NC(=O)N(c2ccccc2)C1=O (stereo unspecified)	-15	-12	1	-8	-7	14	18	-10	-14	-21	-6
O=S(=O)(NC1CCN(S(=O)(=O)c2c(F)cccc2F)CC1)c1ccc2c(c1)OCCO2	11	20	6	-1	13	15	·	7	9	4	7
CCc1ccc(NC(=O)c2cnn(-c3ccccc3)c2C)cc1	17	9	-45	5	-169	-57	-2	-63	-2	-175	-20
O=C(NC(Cc1ccccc1)C(=O)O)/C(=C/c1cccc(Br)c1)NC(=O)c1ccco1 (stereo unspecified)	3	9	-8	-4	-10	1	-10	-33	-6	-21	2
CN(CC(=O)Nc1ccccc1Cl)C(=O)COC(=O)CSc1ccc(Cl)cc1	7	-22	-12	-8	12	0	4	-1	-6	-7	4
CSc1nnc(-c2ccc(NC(N)=S)cc2)o1	4	-36	-2	9	2	-4	-10	-3	-8	-31	3
COC(=O)C1=C(C)NC(C)=C(C(=O)OC)C1C(=O)OCc1nnc(-c2ccccc2Cl)o1	4	8	-3	5	-2	10	-8	13	0	0	3
CC12CC(c3ccccc3O1)C(/C(N)=N/NC(=O)c1ccc(F)cc1)C(=O)N2 (stereo unspecified)	4	-5	11	12	-21	4	-2	-4	-12	-121	-26
O=C(C[C@@H]1CC[C@H](NC(=O)c2ccc3c(c2)OCO3)[C@@H](CO)O1)NCc1ccc(F)cc1	-17	·	3	2	-12	7	·	·	·	·	·
O=C(CSCc1ccccc1)NNC(=S)Nc1cccc(Cl)c1Cl	1	·	-2	11	-12	4	3	-1	8	-5	-4
CS(=O)(=O)N(CC(=O)Nc1ccccc1C(=O)N1CCOCC1)c1ccc2c(c1)OCO2	-2	-2	7	1	6	9	1	1	-4	-16	7
O=C(NCc1ccco1)c1csc2c1CCCC2	-5	-15	-28	-7	-34	-1	2	4	·	-19	2
CC(=O)Nc1ccc(C(=O)Nc2ccncc2)cc1	1	10	-4	9	-4	12	1	-4	-2	0	2
O=C(c1cc2ccccc2oc1=O)N(Cc1cccs1)Cc1cccs1	-14	4	-9	-3	-21	-7	-9	-10	-2	-3	-10
CC(CC(=O)Nc1cccc(F)c1)S(=O)(=O)c1ccc2c(c1)NC(=O)CO2 (stereo unspecified)	-16	12	-17	1	1	5	5	0	11	14	-9
O=C(Cn1c(=O)oc2ccccc21)N1CCN(c2ccccc2)CC1	-4	2	18	-13	16	1	4	2	7	10	-16
CCOC(=O)CSc1nnnn1-c1cccc2ccccc12	-2	7	10	-16	-7	-1	-2	-1	6	-4	1
Cc1ccc(C2CC(c3cccc(Br)c3)Nc3nnnn32)cc1 (stereo unspecified)	-6	14	-6	8	21	2	-1	9	-2	4	-19
COc1ccc(C)cc1NC(=O)c1cc2c(CO)cnc(C)c2oc1=N	-8	12	-13	6	9	-6	0	2	-5	3	-19
CCOC(=O)c1nn(-c2ccccc2)c2nnc(Cc3ccc(Cl)cc3)c(=O)n12	-19	9	8	-5	2	16	26	-6	-5	-8	-2

Later entries.
SMILES	TRAIL sens C8	TROY signal inh	NCOA2 inhibitor	NOD2-RIPK2 inh	NR5A2 inv ag	NR2F2 inh	Vif imaging	NCOA3 inh	TLR9-MyD88 block	NCOA1 inh	EBV LMP1 NFkB
CC1Cc2cc(S(=O)(=O)CCC(=O)NC3CCCCC3)ccc2N1C(=O)C1CC1 (stereo unspecified)	23	-16	-27	-4	7	16	-3	-24	6	16	-3
Cc1ccc(CNC(=O)C(c2ccccc2)c2ccccc2)cc1	-4	-27	21	2	5	15	13	14	10	-5	-5
NC1=NC(=O)C(Cc2ccc(Br)cc2)S1 (stereo unspecified)	-19	-23	-18	-14	-8	-1	2	-22	6	7	-9
COc1ccc(Nc2cc(C(=O)NCCCN3CCN(C)CC3)c3ccccc3n2)cc1OC	-13	9	-23	-6	-6	7	-2	-6	-19	-25	-6
CC1(OC(=O)C2CCCC2)C(=O)C=C2C=C(c3ccsc3)N(C3CC3)C=C2C1=O (stereo unspecified)	-18	-4	0	-3	2	2	-1	16	-19	2	10

2 compounds picked at random from those above:
SMILES	TRAIL sens C8	TROY signal inh	NCOA2 inhibitor	NOD2-RIPK2 inh	NR5A2 inv ag	NR2F2 inh	Vif imaging	NCOA3 inh	TLR9-MyD88 block	NCOA1 inh	EBV LMP1 NFkB
CCOC(=O)c1[nH]c2ccccc2c1NC(=S)Nc1cccc(C)c1	4	-31	-19	-3	1	-16	2	-10	8	-24	-10
O=[N+]([O-])c1ccccc1/C=N/n1c(-c2cccnc2)n[nH]c1=S	10	-21	4	-7	-3	19	-2	19	12	22	-3

The list is partial; count on the stated rates, not on these rows.
